Screening data (PubChem BioAssay)
PRMT1 inh – inhibitors of human PRMT1. inhibition, % at 2.79 µM. Q99873. recombinant PRMT1, activity-based probe fluorescence polarization. 370,000 compounds, 1.3% hits. AID 652257;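 active = inhibition above about 21% made by adding two undisclosed values, limit read from the data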
Target sequence (Q99873 whole entry, looked up): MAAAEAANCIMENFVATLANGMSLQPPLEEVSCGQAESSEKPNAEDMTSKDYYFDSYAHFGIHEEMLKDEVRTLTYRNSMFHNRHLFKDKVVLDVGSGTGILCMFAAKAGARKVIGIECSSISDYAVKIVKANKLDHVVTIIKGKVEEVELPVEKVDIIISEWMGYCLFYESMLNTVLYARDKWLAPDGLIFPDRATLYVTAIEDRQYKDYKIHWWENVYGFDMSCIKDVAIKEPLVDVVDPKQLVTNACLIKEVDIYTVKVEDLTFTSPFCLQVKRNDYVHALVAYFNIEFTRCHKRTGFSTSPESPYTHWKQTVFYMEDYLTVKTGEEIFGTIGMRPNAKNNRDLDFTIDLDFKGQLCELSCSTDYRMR
MBD2 DNA inh – blocks human MBD2 binding to methylated DNA | Q9UBB5 | 370,000 compounds, 0.31% hits | TR-FRET, MBD2 binding to methylated oligonucleotide | AID 686964 | inhibition, % at 4.4 µM; in the data active = inhibition above about 13%
NR1D1 modulator – Rev-erb alpha (human) modulation; P20393; AID 1259318; 370,000 compounds, 0.79% hits; activity, % at 10 µM; Rev-erbα–FITC-DNA binding, fluorescence polarization, 90 min;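 active = activity above about 14%, limit read from the data; passing the limit was not always enough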;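 also: 0% = DMSO wells with 35 nM protein and 100% = DMSO wells with 750 nM protein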
HTRA1 inh – inhibitors of human serine peptidase HTRA1. Q92743. recombinant HTRA1, FP-rhodamine activity-based probe, fluorescence polarization. inhibition, % at 5.96 µM. 340,000 compounds, 0.5% hits; in the data active = inhibition above about 36%;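 also: 0% = enzyme with DMSO and 100% = wells lacking enzyme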
mABHD4 FP – inhibits mouse alpha/beta hydrolase domain 4; Q8VD66; purified mABHD4, FP-Rh probe fluorescence polarization; inhibition, % at 8.92 µM; 370,000 compounds, 0.54% hits; AID 720543;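 active = inhibition exceeding the mean over every tested compound plus 3 SD, cut at about 30% in these data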;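 also: 0% = plate median of compound wells and 100% = S159A mutant with DMSO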
Target sequence (Q8VD66 whole entry, looked up, the tested form may be a part): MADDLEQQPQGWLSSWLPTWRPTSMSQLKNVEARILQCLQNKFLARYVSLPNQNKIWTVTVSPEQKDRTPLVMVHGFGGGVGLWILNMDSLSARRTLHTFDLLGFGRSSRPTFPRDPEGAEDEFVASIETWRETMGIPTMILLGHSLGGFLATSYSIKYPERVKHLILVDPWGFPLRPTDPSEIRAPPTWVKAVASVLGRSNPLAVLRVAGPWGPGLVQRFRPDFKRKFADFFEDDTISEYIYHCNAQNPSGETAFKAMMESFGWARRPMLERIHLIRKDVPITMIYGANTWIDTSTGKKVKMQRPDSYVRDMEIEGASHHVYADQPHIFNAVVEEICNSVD
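Assay system: wild-type mouse ABHD4 protein; compound: single nominal dose of 8.92 µM, 0.89% DMSO final; schedule: 45 min + 60 min at 25 °C; measured by: FP readout, ex 525 nm / em 598 nm; evaluation: % inhibition of FP-Rh probe binding versus controls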
UHRF1 MBD2 ctr – UHRF1 methyl-DNA binding inhibition; Q96T88; UHRF1 binding to methylated oligo, TR-FRET; inhibition, % at 4.4 µM; 370,000 compounds, 0.75% hits; in the data active = inhibition above about 21%;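 also: UHRF1 SRA domain binding a hemimethylated CpG hairpin DNA probe; 0% = median of test compound wells and 100% = reference inhibitor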
rCAG RNA binder – binds r(CAG) RNA repeats; 370,000 compounds, 1.3% hits; r(CAG) RNA repeat, TO-PRO-1 dye displacement fluorescence; inhibition, % at 3 µM;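 active = inhibition above the plate cutoff, the mean of all test compounds on that plate plus 3 SD, cut at about 35% in these data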;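 also: 0% = DMSO alone and 100% = 100 µM mitoxantrone as full dye displacement; higher means more dye released from RNA so lower well fluorescence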
TCR CD3 inh – human TCR-CD3 binding inhibition | inhibition, % at 9.4 µM | AID 651800 | TAMRA-labeled TCR probe fluorescence, biochemical | 360,000 compounds, 0.37% hits; in the data active = inhibition above about 19%;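 also: recombinant mutant TCR 2C K166C tagged with TAMRA read by polarization; 0% = receptor in buffer alone and 100% = receptor with positive control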
PG9 Ab binder – PG9 antibody binding by small molecule | TR-FRET gp120-PG9 antibody binding | inhibition, % at 6.7 µM | 360,000 compounds, 0.43% hits; in the data active = inhibition above about 8.5%
LEDGF integ inh – blocks HIV-1 LEDGF/p75-dependent DNA integration; AID 743269; inhibition, % at 3.7 µM; 370,000 compounds, 0.64% hits; TR-FRET IN-LEDGF/p75 DNA integration, Eu/Cy5;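 active = inhibition above the screen-wide mean plus 3 SD, cut at about 13% in these data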;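 also: signal is the Cy5 over europium emission ratio at 671 and 618 nm; 0% = plate median of compound wells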
Starred values were filed as active, the others as inactive; · = no result given. A portion of the library; the hit share may differ from the screen's.

SMILES | PRMT1 inh | MBD2 DNA inh | NR1D1 modulator | HTRA1 inh | mABHD4 FP | UHRF1 MBD2 ctr | rCAG RNA binder | TCR CD3 inh | PG9 Ab binder | LEDGF integ inh
Cc1ccc(NC(=O)COc2ncnc3cc([N+](=O)[O-])ccc23)cc1S(=O)(=O)N1CCOCC1 | 0 | -5 | -1 | -7 | 2 | -1 | 25 | -3 | -0.9 | 3
COc1ccc(-c2cc(C(=O)N3CCN(c4ccccc4)CC3)c3ccccc3n2)cc1 | 4 | 3 | -3 | -36 | -6 | 3 | 7 | -4 | 1.0 | -2
O=C(Oc1nsnc1N1CCOCC1)N(c1ccccc1)c1ccccc1 | -1 | -1 | 2 | 4 | -3 | 1 | -7 | -2 | -2.5 | -3
CCOC(=O)Nc1ccc2c(c1)N(C(=O)CN(CC)CC)c1ccccc1C=C2 | -1 | 0 | · | 1 | -5 | -2 | -6 | 1 | -0.2 | 0
COc1ccc(C(C)=O)cc1Cn1cnc2c(cnn2C)c1=O | -4 | -3 | 7 | -1 | 2 | 1 | 4 | 11 | -0.6 | -2
C=CCOc1ccccc1CN1CCC(Oc2cc(C(=O)NC3CC3)ccc2OC)CC1 | 0 | 4 | -4 | 0 | 5 | -4 | -10 | 1 | 0.7 | 1
CCCc1nc2oc(C(=O)c3ccccc3)c(N)c2c2c1COC(C)(C)C2 | 1 | 2 | 0 | 1 | 0 | -3 | 0 | -2 | -2.6 | 0
Cc1cccc(N(C(=O)CNC(=O)c2ccco2)C(C(=O)NC2CCCC2)c2ccncc2)c1C (stereo unspecified) | 1 | 0 | -1 | -7 | 2 | 0 | -4 | 8 | -1.8 | 3
O=[N+]([O-])c1cc(Cl)ccc1Sc1cccc2cccnc12 | 0 | -6 | -1 | -26 | -9 | -10 | 2 | -5 | -3.6 | 1
Cc1cc(C2=NNC(=NCCc3ccccc3)SC2)c(C)n1-c1c(C)n(C)n(-c2ccccc2)c1=O | -2 | -3 | -2 | 7 | 5 | -2 | 7 | 4 | -0.1 | 6
C=CCc1cccc(C=Nc2c[nH]c(=O)[nH]c2=O)c1O | 1 | -1 | 11 | 9 | 3 | -6 | -1 | -7 | -0.2 | -4
O=C(NN=C1CCCC1)c1n[nH]c2c1CCC2 | -2 | -6 | -1 | -3 | 4 | -3 | 0 | 3 | -0.8 | -1

Structures above with an NH in an aromatic ring, in the order listed:
SMILES | PRMT1 inh | MBD2 DNA inh | NR1D1 modulator | HTRA1 inh | mABHD4 FP | UHRF1 MBD2 ctr | rCAG RNA binder | TCR CD3 inh | PG9 Ab binder | LEDGF integ inh
C=CCc1cccc(C=Nc2c[nH]c(=O)[nH]c2=O)c1O | 1 | -1 | 11 | 9 | 3 | -6 | -1 | -7 | -0.2 | -4
O=C(NN=C1CCCC1)c1n[nH]c2c1CCC2 | -2 | -6 | -1 | -3 | 4 | -3 | 0 | 3 | -0.8 | -1

Going on with the list.
SMILES | PRMT1 inh | MBD2 DNA inh | NR1D1 modulator | HTRA1 inh | mABHD4 FP | UHRF1 MBD2 ctr | rCAG RNA binder | TCR CD3 inh | PG9 Ab binder | LEDGF integ inh
COc1ccc(C(=O)N2CCCCC2c2cc(C(=O)NCc3ccc(Cl)c(Cl)c3)no2)cc1 (stereo unspecified) | 2 | -5 | 8 | · | -3 | 0 | 5 | 5 | -1.5 | -2
CCCCCNCc1cccc(Br)c1 | -1 | -2 | 0 | 11 | 4 | 0 | 3 | 7 | -2.6 | -1
O=[N+]([O-])c1ccc2[nH]c(O)c(N=NC3CS(=O)(=O)CC3O)c2c1 (stereo unspecified) | 1 | -2 | -1 | 2 | 3 | -4 | 1 | -8 | -3.5 | -6
CNc1nc(-c2ccccc2)cc(-c2ccccc2)n1 | 5 | -4 | -5 | -20 | -14 | 4 | -2 | -8 | 1.2 | 3
Cc1cccc(NC(=O)c2ccc(S(=O)(=O)C(F)F)cc2)c1C | -1 | 2 | 0 | 0 | 2 | -6 | -1 | 5 | -1.8 | 2
COc1ccc(N[C@@H]2CCN3C(=O)c4ccccc4[C@@H]3C[C@H]2O)cc1 | -2 | -3 | -3 | 15 | 2 | 0 | 3 | 7 | -3.1 | -4
Cc1ccc(OC(=O)c2ccc3snnc3c2)cc1 | 1 | -5 | 9 | 3 | -9 | -3 | 1 | 0 | 0.5 | 3
CCOc1ccccc1NC1c2ccccc2C(=O)N1c1cccnc1 (stereo unspecified) | -1 | -4 | 0 | 2 | 2 | 1 | -8 | -4 | -0.1 | 4
C=CCN=C1CC(C)(C)CC(=O)/C1=C(\O)c1ccccc1 | -3 | -2 | 0 | 2 | 1 | 2 | -5 | 8 | -1.7 | 0
CCn1ccnc1CN(C)Cc1nc(CCC(C)C)no1 | -1 | 0 | 1 | -7 | 1 | -3 | -9 | -2 | -0.7 | 4
O=C(c1cc(-c2cccnc2)nc2ccc(Br)cc12)N1CCN(c2ncccn2)CC1 | 2 | 0 | 2 | -4 | 1 | 0 | 1 | 0 | 0.0 | 0
CCC(NC(=O)c1[nH]c(C)c(C(C)=O)c1C)c1ccc(Br)cc1 (stereo unspecified) | 4 | 0 | 7 | -17 | 3 | 0 | 3 | -4 | 0.3 | 1
O=C(CN1C(=O)NC2(CCCC2)C1=O)N1CCN(S(=O)(=O)c2cccc(C(F)(F)F)c2)CC1 | 3 | -4 | 4 | -6 | -6 | 2 | -5 | -12 | -0.8 | -1
O=C(CNC(=O)C12CC3CC(CC(C3)C1)C2)OCc1ccc(F)cc1Cl | -2 | -5 | -1 | -8 | 2 | -2 | 2 | -2 | 0.1 | 0
C=CCn1c(O)c(N=NC(=O)c2cccnc2)c2cc(Br)ccc21 | 3 | 0 | 5 | 2 | 5 | 0 | -3 | -1 | -0.7 | -6
Fc1ccc(C2CCCCN2Cc2nc(CC3CC3)no2)cc1 (stereo unspecified) | 0 | 2 | -3 | -10 | 6 | 5 | -6 | -7 | 0.6 | 2
O=C1CC(N2CCN(Cc3ccc4c(c3)OCO4)CC2)C(=O)N1Cc1ccc(N2CCCC2=O)cc1 (stereo unspecified) | 3 | -3 | -1 | 3 | -8 | -1 | -6 | 0 | 0.1 | -1
CCOC(=O)C(NC(=O)c1ccccc1)=C1CCCCC1 | 0 | -1 | · | 1 | 9 | 2 | -2 | 1 | 0.0 | 5
COc1ccc(-n2c(C)c(C(C)=O)c(C(C)=O)c2C)cc1OC | 4 | 2 | -1 | 4 | 6 | 3 | 0 | -5 | -1.2 | 4
O=CN(/C=C1\Sc2ccccc2C1=O)Cc1ccccc1 | 56* | -2 | 4 | -3 | -14 | -4 | 5 | -2 | -1.9 | -3
CCN(CC)S(=O)(=O)c1ccc(-c2nnc(SC)o2)cc1 | 1 | 1 | -4 | 0 | 1 | -2 | -7 | -1 | 1.4 | -1
Cc1cc(Cl)c(S(=O)(=O)NCc2ccccc2)cc1OCC(N)=O | -3 | -2 | 0 | 5 | -4 | -1 | -4 | 7 | -0.9 | 0
COc1cc(CNc2ccc3[nH]c(=O)[nH]c3c2)cc(Br)c1OCC(=O)NC(C)(C)C | 25* | 2 | 1 | 14 | 14 | 0 | -4 | -7 | -1.4 | -7
CN1CCN(C(=O)c2cc(COc3ccccc3)on2)[C@@H](c2ccccc2)C1 | 0 | 3 | -3 | -10 | 3 | 0 | -4 | -13 | -1.1 | -1
O=C(O)CCN1C(=O)/C(=C\c2ccncc2)SC1=S | 4 | 1 | 4 | 0 | -7 | 2 | 1 | -2 | -3.2 | 3
CCOc1nc(C)nc(NC(=O)NS(=O)(=O)c2ccccc2Cl)n1 | -1 | 7 | -2 | 13 | -10 | 7 | -1 | -5 | 1.5 | 5
Cn1c(SCC(=O)O)nnc1C1CCCCC1 | 0 | 2 | 2 | -1 | 6 | 1 | 4 | -1 | -2.9 | 0
O=C(c1cc2nc(-c3cccs3)cc(C(F)(F)F)n2n1)N1CCCc2ccccc21 | 0 | -1 | -1 | -4 | 2 | 2 | -3 | 3 | 2.3 | 0
COc1ccc(C(NC(=O)C2CCN(CCOc3ccc(Cl)cc3Cl)CC2)c2ccccc2C)cn1 (stereo unspecified) | -6 | -1 | 0 | · | 3 | 0 | 4 | 0 | -2.1 | -4
COc1ccc2[nH]cc(C(=O)C(=O)N3CCCCC3)c2c1 | 13 | 2 | 3 | -1 | 6 | 0 | -1 | 3 | -2.1 | -2
COc1cc(-c2nnc(SCC(=O)O)n2-c2ccccc2)cc(OC)c1OC | -3 | -2 | -4 | 6 | -2 | -1 | 2 | -1 | -0.2 | -3
O=C(COC(=O)c1ccc([N+](=O)[O-])s1)NCc1ccccc1 | 0 | 3 | -6 | 26 | -4 | -1 | 1 | 5 | -3.0 | 3
CCCc1cc(=O)oc2c3c(cc(OCC(=O)N4CCC[C@H]4C(=O)O)c12)OC(C)(C)CC3 | 4 | 2 | 0 | -3 | 6 | 0 | 13 | 2 | 0.9 | -2
CCN1C(=O)/C(=C/N(C(C)=O)c2ccccc2)N(c2ccccc2)C1=S | 6 | -1 | 8 | 1 | 6 | -1 | -7 | -5 | -1.7 | 1
CC(C)c1nc(CNC(=O)c2cc(COc3c(F)cccc3F)on2)cs1 | 2 | 1 | 2 | -4 | 2 | 2 | -6 | -4 | -1.0 | -5
COc1ccc(C(=O)CN2C(=O)NC3(CCc4ccccc43)C2=O)cc1 (stereo unspecified) | 2 | -2 | -2 | -5 | -1 | -1 | 2 | -4 | 1.3 | -1
CN(CC(=O)Nc1cccc(F)c1)CC(=O)Nc1ccccc1-c1ccccc1 | -2 | 0 | -3 | 0 | -4 | 0 | -2 | 7 | -0.7 | 3
O=C(CCNC(=O)C1CCN(S(=O)(=O)c2ccccc2)CC1)Nc1ccccc1 | 3 | 3 | 0 | 8 | -5 | 1 | -1 | 1 | 1.2 | -7
COc1ccc(/C=C/C(=O)c2ccncc2)c2ccccc12 | 2 | 0 | 1 | -8 | -6 | 4 | 4 | 5 | -3.1 | 1
O=C(OC12CCCN(C1)/C(=C/c1ccncc1)C2)c1ccco1 (stereo unspecified) | -4 | -1 | 2 | · | 2 | 3 | 3 | · | · | 1
CCc1c(C2(O)CCCCC2)[nH]c2ccc(C(=O)OC)cc12 | -1 | 4 | 9 | -12 | 4 | 0 | -3 | 4 | 0.7 | 1
O=C(NC1CCCC1)C1(C(=O)C2CC2)CC(c2ccccn2)=NO1 (stereo unspecified) | -1 | 0 | -2 | · | 3 | 3 | 0 | · | · | 1
COc1ccc(NC(=O)C(=O)Nc2cccc3cccnc23)cc1OC | -4 | -2 | -20 | 3 | 0 | 2 | 10 | -4 | -1.1 | 2
COc1cc(OC)c(NC(=O)CCNC(=O)Cn2cnc3ccccc3c2=O)cc1Cl | 0 | 1 | 5 | 7 | 3 | -1 | -1 | 6 | 1.1 | -1
CC(C)N(CCC#N)C(=O)Nc1ccc2c(c1)CCO2 | 1 | -1 | 2 | -3 | -2 | -1 | 1 | 5 | 0.7 | -4
O=S(=O)(Nc1cccc(S(=O)(=O)N2CCCC2)c1)c1ccc(F)cc1 | -3 | 4 | -1 | -8 | 0 | -1 | 10 | -2 | -0.1 | 5
C#CCNC(=O)C1=C[C@@H](c2ccc(Br)cc2)C[C@@H](OCc2ccc(CO)cc2)O1 | 0 | 2 | -3 | -54 | -6 | 1 | -2 | 2 | -0.5 | -1
O=C(/C=C/c1ccc(Cl)c(Cl)c1)n1cccn1 | 1 | -2 | 4 | 1 | 4 | 1 | 1 | 13 | -0.4 | -2
